12-LOX inh – ALOX12 (human) lipoxygenase inhibition | P18054 | purified 12hLO, xylenol orange hydroperoxide absorbance | Potency, µM (highest dose often 108 µM), without a hit: at the highest dose activity change, negative = inhibition, actives largely listed as inhibitors | 580,000 tested, 1.1% active; further: potency means the concentration at half of the fitted maximal effect; on the % scale 0 is the no-effect control and ±100 the full control effect
Target sequence (P18054 whole entry, looked up): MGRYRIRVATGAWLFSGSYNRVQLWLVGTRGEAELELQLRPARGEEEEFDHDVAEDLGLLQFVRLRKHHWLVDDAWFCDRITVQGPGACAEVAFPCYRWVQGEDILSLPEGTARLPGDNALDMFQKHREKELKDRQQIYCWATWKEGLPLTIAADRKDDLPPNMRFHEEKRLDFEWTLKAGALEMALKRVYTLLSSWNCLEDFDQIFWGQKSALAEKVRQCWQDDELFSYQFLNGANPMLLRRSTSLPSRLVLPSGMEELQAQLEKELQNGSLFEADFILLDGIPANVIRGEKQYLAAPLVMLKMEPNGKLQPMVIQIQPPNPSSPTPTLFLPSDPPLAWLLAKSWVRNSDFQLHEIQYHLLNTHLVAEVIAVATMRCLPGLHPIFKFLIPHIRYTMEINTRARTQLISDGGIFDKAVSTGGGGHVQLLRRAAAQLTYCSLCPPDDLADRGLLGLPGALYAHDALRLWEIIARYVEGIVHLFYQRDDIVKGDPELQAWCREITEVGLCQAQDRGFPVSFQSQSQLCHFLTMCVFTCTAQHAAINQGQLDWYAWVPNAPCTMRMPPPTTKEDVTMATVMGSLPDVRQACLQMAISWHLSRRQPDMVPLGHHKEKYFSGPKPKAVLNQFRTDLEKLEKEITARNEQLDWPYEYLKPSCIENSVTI
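Purified human 12hLO at 150 nM in 25 mM Hepes, 0.01% Triton X-100, pH 7.0, preincubated 15 min at room temperature with compound. Reaction started with 40 uM arachidonic acid, 30 min at room temperature. Hydroperoxide measured by Fe-xylenol orange, 573/405 nm absorbance ratio.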
Pol eta inh – DNA polymerase eta (human) inhibition; AID 588591; recombinant Pol eta, fluorescent DNA replication assay; Potency, µM (highest dose often 114 µM), inactives show at the top dose activity change, negative = inhibition, actives largely listed as inhibitors; 390,000 tested, 1.2% active; Q9Y253; further: potency means the concentration at half of the fitted maximal effect; on the % scale 0 is the no-effect control and ±100 the full control effect
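Pol eta (10 nM) was preincubated with compounds for 15 min at room temperature, after which fluorescent replication substrate (50 nM final) was added to start the reaction. Fluorescence was read kinetically at 0 and 10 min.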
Apoferritin bind – candidate novel general anesthetic via apoferritin binding. P02791. apoferritin/1-aminoanthracene competitive binding, fluorescence. Potency, µM (doses to about 77.5 µM), for the others: at the highest dose activity change, negative = displacement, usual class: inhibitors. 350,000 tested, 0.074% active. AID 485281; further: potency means the concentration at half of the fitted maximal effect; on the % scale 0 is the no-effect control and ±100 the full control effect; nearly all actives have a fitted effect of over 20% in size
Target sequence (P02791 2-175 limits assumed): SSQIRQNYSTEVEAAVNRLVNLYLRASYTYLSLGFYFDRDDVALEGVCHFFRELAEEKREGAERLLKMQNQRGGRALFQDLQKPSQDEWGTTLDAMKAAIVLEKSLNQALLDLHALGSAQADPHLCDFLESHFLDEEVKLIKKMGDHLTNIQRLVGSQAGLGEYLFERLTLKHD
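Horse-spleen apoferritin (10 uM) was mixed with 50% saturated 1-aminoanthracene in PBS, exposed to compounds for 10 min at room temperature, and read for fluorescence (ex 380 nm, em 535 nm). Competitive displacement was fitted with a four-parameter Hill equation.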
LDHA block – inhibitors of human lactate dehydrogenase A; purified LDHA, NADH/diaphorase-resazurin fluorescence; hits give low values; activity change, % (values are at about 110 or 230 µM); 480,000 tested, 0.15% active; AID 1347041; in the data active means activity change below about -30%; inconclusive means mostly about -25% to -30%;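 further: plate controls were DMSO wells for no effect and wells without enzyme for full effect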
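Remaining NADH was detected by diaphorase (0.133 mg/mL) converting 37 µM resazurin to fluorescent resorufin, read at 0 and 20 minutes. The preceding 5-minute room-temperature reaction used 2 nM LDHA, 0.2 mM sodium pyruvate and 0.06 mM NADH at pH 7.4.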
Pol kappa inh – inhibitors of human DNA polymerase kappa; Q9UBT6; purified Pol kappa, fluorescent DNA synthesis assay, 10 min; Potency, µM (highest dose often 107 µM), for the others: top-dose activity, negative = inhibition, usual class: inhibitors; 400,000 tested, 0.53% active; AID 588579; further: potency means the concentration at half of the fitted maximal effect; on the % scale 0 is the no-effect control and ±100 the full control effect
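Inhibition of 10 nM Pol kappa is measured by a fluorescent read-out at 0 and 10 min following addition of 50 nM substrate (final), with a 15-min room-temperature compound preincubation.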
Pol beta inh – blocks human DNA polymerase beta activity. P06746. Pol beta primer extension/strand displacement, fluorescence kinetic. Potency, µM (top dose mostly 114 µM), without a hit: at the highest dose activity change, negative = inhibition, actives largely listed as inhibitors. 340,000 tested, 1.3% active. AID 485314; further: potency means the concentration at half of the fitted maximal effect; on the % scale 0 is the no-effect control and ±100 the full control effect
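Pol beta (10 nM) was preincubated with compound for 15 min at room temperature. The reaction was then started with 50 nM substrate and read immediately and after a further 10 min at room temperature.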
APE1 inh – inhibitors of human APE1 endonuclease; P27695; recombinant APE1, TAMRA/BHQ-2 abasic DNA cleavage fluorescence; Potency, µM (series often up to 65.8 µM), for the others: top-dose activity change, negative = inhibition, hits mostly inhibitors; 350,000 tested, 0.35% active;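 further: potency means the concentration at half of the fitted maximal effect; plate controls were vehicle for no effect and reference inhibitor for full effect; nearly all actives have a fitted effect of over 55% in size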
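APE1 at 0.75 nM final was preincubated with compound 15 min at room temperature, then 50 nM double-stranded THF abasic-site substrate (5'-TAMRA/3'-BHQ-2) was added. Fluorescence (ex 525/em 598 nm) was read kinetically; third-minus-first read gave activity.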
RGS4 inhibitor – blocks human RGS4-accelerated GTP hydrolysis. AID 504845. Potency, µM (titrated, usually from 114 µM), for the others: at the highest dose activity change, negative = inhibition, usual class: inhibitors. 390,000 tested, 0.039% active. P49798. Transcreener GDP fluorescence polarization, RGS4-accelerated GTP hydrolysis; further: potency means the concentration at half of the fitted maximal effect; on the % scale 0 is the no-effect control and ±100 the full control effect; nearly all actives have a fitted effect of over 75% in size; some results filed as inactive show a strong effect at the top dose
Target sequence (P49798 whole entry, looked up): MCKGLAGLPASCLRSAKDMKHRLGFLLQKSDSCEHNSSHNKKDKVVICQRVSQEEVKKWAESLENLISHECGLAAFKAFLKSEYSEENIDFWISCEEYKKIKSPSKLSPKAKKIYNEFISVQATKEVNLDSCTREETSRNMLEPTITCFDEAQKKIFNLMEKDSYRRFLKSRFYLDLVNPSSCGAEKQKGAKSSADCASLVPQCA
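MLSMR compounds (23 nl, pin-transferred) preincubated 10 min at room temperature with a 500nM (2x) first reagent, then RGS4 at 900nM (2x) plus Transcreener GDP mix added; fluorescence polarization (620/688 nm) read before and after 90 min at 30 °C.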
ERG-DNA inh – ERG Ets/DNA interaction inhibition; Potency, µM (doses to about 76.9 µM), inactives show at the highest dose FP activity, negative = inhibition, most hits filed as inhibitors; fluorescence polarization, His-ERG Ets domain / labelled DNA; P11308; 370,000 tested, 0.028% active; active means well fitted inhibition curve with a large enough effect in the polarisation, with a control signal flat; inconclusive means small, poorly fitted or top-dose-only effect, or effect the other way, or a change in a side signal; inactive means no such curve, though single readings can be large or run the other way; the % refers to the polarisation;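 further: polarization taken with two DNA probes labelled with fluorescein and Texas red; potency means the concentration at half of the fitted maximal effect; % of control where 0% means no effect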
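His-tagged ERG Ets domain (1 uM in the protein solution; 300mM KCl, 50mM Tris-HCl, 1mM EDTA, 1mM DTT, pH 7.5) received compound, then a probe mix of 5 nM fluorescein-DNA and 100nM Texas-615-DNA. Fluorescence polarization was read for both dyes.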
* marks the source's active call; other numbers are inactive results; ? = inconclusive; / = no result given; & = joins results of further samples; [ ] = dose if it differs, or a comment. Unless noted, the call rests on the fitted dose curve; in most records, active means well fitted curve in the direction sought with a large enough effect; inconclusive means small, poorly fitted or top-dose-only effect, or another doubt; inactive means no such curve, though single readings can be large; an effect the other way counts as inactive or inconclusive. Only part of the results is shown; rates above refer to the full screens.

[1] COc1ccccc1C(=O)C1CCCN(C(=O)c2snnc2C)C1 (stereo not given)
[2] O=C(CCS(=O)(=O)c1cccc2nonc12)Nc1cccc2c1CCCC2
[3] COCCNc1nc(SCC(=O)N2CCN(c3ccccc3OC)CC2)nc2ccccc12
[4] Cc1ccc(C2(C(=O)N3CCC(n4nc(-c5ccccc5)oc4=O)CC3)CC2)cc1
[5] CC1CCN(CC(=O)Nc2ccc(S(=O)(=O)N3C(C)CCCC3C)cc2)CC1 (stereo not given)
[6] O=C(c1ccccc1)c1c(-c2ccccc2)[nH]n(-c2ccccc2)c(=O)c1=O

Assay by compound,1,2,3,4,5,6
12-LOX inh,50%[activator],-7%,-3%,2%,-5%,?
Pol eta inh,-16%,-6%,0%,-26%,-18%,-14%
Apoferritin bind,-7%,-19%,?,-7%,-5%,/
LDHA block,-2,-3,-1,1,-2,-3
Pol kappa inh,15%,-12%,-1%,2%,0%,-26%
Pol beta inh,7%,14%,3%,-1%,-6%,/
APE1 inh,-3%,1%,-7%,42%,-7%,/
RGS4 inhibitor,-28%,-2%,9%,-10%,-6%,-2%
ERG-DNA inh,2%,-1%,-11%,-2%,3%,-4%

Three entries from above in a different format:
| cpd | smiles | 12-LOX inh | Pol eta inh | Apoferritin bind | LDHA block | Pol kappa inh | Pol beta inh | APE1 inh | RGS4 inhibitor | ERG-DNA inh |
| --- | --- | --- | --- | --- | --- | --- | --- | --- | --- | --- |
| 3 | COCCNc1nc(SCC(=O)N2CCN(c3ccccc3OC)CC2)nc2ccccc12 | -3% | 0% | ? | -1 | -1% | 3% | -7% | 9% | -11% |
| 4 | Cc1ccc(C2(C(=O)N3CCC(n4nc(-c5ccccc5)oc4=O)CC3)CC2)cc1 | 2% | -26% | -7% | 1 | 2% | -1% | 42% | -10% | -2% |
| 5 | CC1CCN(CC(=O)Nc2ccc(S(=O)(=O)N3C(C)CCCC3C)cc2)CC1 (stereo not given) | -5% | -18% | -5% | -2 | 0% | -6% | -7% | -6% | 3% |

(list continues)
[7] COc1cc(NC(=O)c2c(Cl)cnn2C)c(OC)cc1Cl
[8] Cc1cc(C)n(C(=O)CNC(=O)COc2ccccc2)n1
[9] O=C(Cc1c(F)cccc1Cl)Nc1ccc(S(=O)(=O)N2CCCC2)cc1
[10] COC(=O)c1ccc(C2N=C(c3cccs3)CC(c3ccccc3O)N2)cc1 (stereo not given)
[11] O=C(NC1CCCCC1)C1CCN(S(=O)(=O)c2cccc3nonc23)CC1
[12] COCCN(C(=O)CSc1nc2ccccc2c(=O)n1CCOC)c1c(N)n(Cc2ccccc2)c(=O)[nH]c1=O

Assay by compound,7,8,9,10,11,12
12-LOX inh,-14%,-19%,89%[activator],275%[activator],9%,0%
Pol eta inh,-21%,-8%,-6%,-12%,14%,-5%
Apoferritin bind,-1%,-10%,?,?,0%,-5%
LDHA block,-4,-2,-3,-2,-6,-9
Pol kappa inh,-10%,-2%,-21%,-7%,-5%,-2%
Pol beta inh,32%,17%,2%,-3%,-16%,-3%
APE1 inh,19%,-4%,-15%,-12%,20%,29%
RGS4 inhibitor,-25%,15%,10%,-42%,4%,19%
ERG-DNA inh,-6%,-2%,-3%,-2%,-7%,8%

[13] CCc1c(C)nc2cc(-c3cccs3)[nH]n2c1=O
[14] O=CNc1ccccc1
[15] O=C(O)C(F)(F)C(NCc1ccccc1)c1ccccc1 (stereo not given)
[16] O=C(Cc1cc(=O)[nH][nH]1)N/N=C/c1ccccc1[N+](=O)[O-]
[17] CCc1ccc(-c2cc(C)no2)cc1S(=O)(=O)NCc1ccc(OC)cc1
[18] CCCCC(=O)Nc1ccc(C2C(=O)c3ccccc3C2=O)cc1

Assay by compound,13,14,15,16,17,18
12-LOX inh,1%,1%,-11%,-10%,?,183%[activator]
Pol eta inh,-11%,-1%,-5%,-12%,-2%,-18%
Apoferritin bind,-11%,/,-7%,-9%,2%,/
LDHA block,-2,-8,-6,-2,2,1
Pol kappa inh,-7%,-12%,-6%,-5%,-4%,-6%
Pol beta inh,8%,/,24%,2%,-1%,/
APE1 inh,0%,10%&2%,2%,16%,/,/
RGS4 inhibitor,-8%,-9%,15%,15%,-12%,-29%
ERG-DNA inh,5%,-5%,-7%,10%,2%,11%

[19] COC(=O)c1c(C#N)c(N)nc2c1CCC2
[20] COc1ccc(NC(=O)CSc2nc3[nH]ncc3c(=O)n2-c2ccccc2C)cc1OC
[21] CS(=O)(=O)Nc1c(O)ccc2c1CCCC2C1=NCCN1 (stereo not given)
[22] CCOC(=O)c1[nH]ncc1CN1CCCC(C(=O)c2cccc(OC(C)C)c2)C1 (stereo not given)
[23] Cc1nn2c(=O)cc(CSc3ccccc3NC(=O)c3ccccc3F)nc2s1
[24] Cc1ccc(S(=O)(=O)N/N=C/c2ccc(OC3CSC3)cc2)cc1

Assay by compound,19,20,21,22,23,24
12-LOX inh,?,28%,2%,1%,0%,2%
Pol eta inh,-8%,-22%,/,-14%,-15%,4%
Apoferritin bind,154%[activator],-16%,6%,-17%,2%,-12%
LDHA block,-7,-1,/,-4,-2,-3
Pol kappa inh,-7%,-3%,-2%[19.4 µM],-3%,0%,2%
Pol beta inh,-17%,?,/,-11%,8%,2%
APE1 inh,6%,0%,17%,0%,0%,-11%
RGS4 inhibitor,3%,2%,/,0%,28%[11.4 µM],8%
ERG-DNA inh,-4%,7%,/,-9%,-6%,-4%

[25] Cc1cccc(OCC(=O)NNc2c3ccccc3nc3ccccc23)c1
[26] CCN(CC(=O)Nc1c(F)cccc1F)C(=O)Cc1cccs1
[27] CCOC(=O)C1=C(O)C(=O)N(c2ccc(S(N)(=O)=O)cc2)C1c1ccc(OC)cc1OC (stereo not given)
[28] O=C(N/N=C/c1c[nH]c2ccccc12)c1ccncc1
[29] CCOC(=O)c1ccccc1NC1c2ccccc2C(=O)N1C1CCN(C(=O)OCC)CC1 (stereo not given)
[30] Nc1nc(Sc2ccc([N+](=O)[O-])cc2[N+](=O)[O-])n[nH]1

Assay by compound,25,26,27,28,29,30
12-LOX inh,6%,-15%,-11%,-24%,29%,-12%
Pol eta inh,-8%,-14%,-13%,-19%,-20%,-13%
Apoferritin bind,6%,/,-9%,0%,0%,-2%
LDHA block,2,-5,-3,-1,-4,-12
Pol kappa inh,-7%,-11%,-3%,-7%,-11%,-11%
Pol beta inh,?,/,9%,-11%,0%,-1%
APE1 inh,-1%,/,0%,7%,2%,0%
RGS4 inhibitor,-45%,16%,-16%,-12%,11%,17%
ERG-DNA inh,0%,3%,2%,-7%,-5%,1%

[31] CCc1cccc(NC(=O)COC(=O)c2cc([N+](=O)[O-])ccc2N2CCOCC2)c1
[32] COc1ccc(OC)c(C2=NOC(C(=O)Nc3cccnc3)C2)c1 (stereo not given)
[33] O=S(=O)(NCC(O)c1ccccc1)c1cc(Cl)sc1Cl (stereo not given)
[34] Fc1ccccc1C1CC(c2ccco2)=Nc2ccccc2S1 (stereo not given)
[35] CCC(C)N(C(=O)COC(=O)c1cc([N+](=O)[O-])ccc1N1CCOCC1)C1CCS(=O)(=O)C1 (stereo not given)
[36] O=C1c2ccccc2C(=O)N1CCc1c(-c2ccccc2)[nH]c2ccccc12

Assay by compound,31,32,33,34,35,36
12-LOX inh,?,14%,-5%,-25%,9%,0%
Pol eta inh,-20%,-17%,-13%,-9%,-15%,-19%
Apoferritin bind,/,-7%,?,?,/,/
LDHA block,1,-11,-3,-1,-4,-5
Pol kappa inh,1%,4%,-3%,-3%,-5%,-21%
Pol beta inh,/,2%,1%,-9%,/,/
APE1 inh,15%,-1%,11%,0%,9%,/
RGS4 inhibitor,-11%,20%,6%,?,17%,-13%
ERG-DNA inh,-3%,-5%,12%,-2%,4%,4%

[37] CN(C(=O)CSc1nc2c(cnn2-c2ccccc2)c(=O)[nH]1)C1CCS(=O)(=O)C1 (stereo not given)
[38] Fc1cccc(F)c1-c1nc(-c2ccncc2)no1
[39] COCCCN1C(=O)c2ccc(C(=O)OCC(=O)NCc3cccc(OC)c3)cc2C1=O
[40] CN1CCN(CCCNC(=O)c2ccc3c(=O)n(CCc4ccccc4)c(=O)[nH]c3c2)CC1
[41] COc1cc(NC(=O)c2ccccc2OCc2ccccc2)cc(OC)c1OC
[42] O=C(O)CCc1ccc(-c2cccs2)n1NC(=O)c1ccco1
[43] N#CC12CCCCC1CC1CCCCC1(C#N)N2Cc1ccccn1 (stereo not given)
[44] O=C(NCc1ccccc1Cl)c1ccc(NC(=O)N2CCCCc3ccccc32)cc1

Assay by compound,37,38,39,40,41,42,43,44
12-LOX inh,0%,5%&-8%,13%,-5%,6%,111%[activator],-1%,-21%
Pol eta inh,/,10%&-17%,-18%,-11%,-5%,?,-8%,-10%
Apoferritin bind,1%,-2%&-6%,/,5%,-7%,-7%,0%,-11%
LDHA block,/,-2&-8,7,-1,-1,-9,-1,-2
Pol kappa inh,/,-5%&-9%[60.1 µM],-8%,15%,-10%,-15%,-2%,0%
Pol beta inh,-2%,34%&19%,/,85%,-26%,?,-3%,-4%
APE1 inh,17%,9%,24%,-4%,-9%,-3%,5%,/
RGS4 inhibitor,/,-8%&13%,-46%,-35%,-4%,-31%,8%,23%
ERG-DNA inh,/,7%&2%,5%,13%,-3%,5%,2%,-3%

Compound activity as filed in PubChem.
